# Assay outcomes: PubChem BioAssay, National Center for Advancing Translational Sciences (NCATS)
# aGal spleen mod: qHTS Assay for Inhibitors and Activators of Human alpha-Galactosidase From Spleen Homogenate | Alpha-galactosidase A (Homo sapiens), P06280 | human spleen homogenate, 4MU-alpha-Gal fluorescence, 40 min | Potency, µM (titrated, usually from 80 µM), without a hit: at the top dose activity change, negative = inhibition, usual class: inhibitors | 0.008% of 240,000 active | AID 2107, 2009;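 further: 0% = enzyme with vehicle and -100% = no enzyme basal signal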
# Target sequence (P06280 32-429 limits assumed): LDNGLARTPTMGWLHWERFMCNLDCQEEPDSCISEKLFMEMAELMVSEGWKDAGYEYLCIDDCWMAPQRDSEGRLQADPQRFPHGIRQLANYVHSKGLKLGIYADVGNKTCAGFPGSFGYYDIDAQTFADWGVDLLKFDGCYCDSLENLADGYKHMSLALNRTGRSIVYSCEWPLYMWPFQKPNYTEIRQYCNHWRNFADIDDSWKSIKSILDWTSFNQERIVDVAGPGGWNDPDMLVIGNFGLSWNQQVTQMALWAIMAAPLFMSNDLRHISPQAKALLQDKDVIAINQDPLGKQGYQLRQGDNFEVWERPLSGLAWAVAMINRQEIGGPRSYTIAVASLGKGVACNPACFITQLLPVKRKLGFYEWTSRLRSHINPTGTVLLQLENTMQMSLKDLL
#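 Spleen homogenate 1 ug + cpd (titration) + 4-MU-alpha-D-galactopyranoside 1 mM; 37C 40 min; 50 mM citrate/phosphate pH 5.0, 0.01% Tween-20; stop pH 10; fluorescence 365/440; AC50 via Hill.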
# TRb SRC2 PPI: qHTS for Inhibitors of the Interaction of Thyroid Hormone Receptor and Steroid Receptor Coregulator 2; TRbeta-SRC2 peptide binding, fluorescence polarization; receptor liganded with 1 µM T3; Potency, µM (titrated, usually from 106 µM), for the others: at the highest dose activity change, negative = inhibition, most hits filed as inhibitors; 0.065% of 280,000 active; AID 1469, 2008;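 further: plate controls were bound peptide for no effect and peptide without receptor for full effect; nearly all actives have a fitted effect of over 50% in size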
#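 Human TRb LBD (0.6 uM) plus Texas Red-labeled SRC2 peptide (20 nM), 1uM T3, 5% DMSO, 5 hr at ambient temperature. Decreased polarization (555/632 nm) flags inhibition; data normalized to free and bound peptide controls.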
# TR SRC2 fluor cs: Total Fluorescence Counterscreen for Inhibitors of the Interaction of Thyroid Hormone Receptor and Steroid Receptor Coregulator 2; TRb/SRC2 Texas Red total fluorescence interference; Potency, µM (highest dose often 106 µM), without a hit: top-dose fluorescence change, negative = quenching; 0.29% of 280,000 active; active means well fitted curve in either direction with a large enough effect; inconclusive means small, poorly fitted or top-dose-only effect
#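 Human TRβ ligand-binding domain (0.6 uM) and Texas Red SRC2 peptide (20 nM) in Tris buffer with 1 uM T3 and 5% DMSO were incubated with pinned compound for 5 hr at ambient temperature. Total fluorescence was computed as S + 2P (555/632 nm).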
# Tau fluor counter: Counterscreen qHTS for Inhibitors of Tau Fibril Formation, Fluorescence Polarization; AID 1463, 2008; tau K18 P301L Alexa594 fluorescence, heparin fibrillization; 0.93% of 280,000 active; Potency, µM (doses to about 57.7 µM), for the others: at the top dose activity change, negative = decrease; further: nearly all actives have a fitted effect of over 55% in size
#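 Human tau K18 P301L (15 uM unlabeled, 0.24 uM Alexa 594-labeled) in 100 mM sodium acetate pH 7 with 20 uM heparin, 6 hr at 37 C. ThT 30 uM added, 1 hr ambient; Alexa 594 FP and total fluorescence read at 555/632 nm.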
# L3MBTL1 inh: qHTS Assay for the Inhibitors of L3MBTL1 | Lethal(3)malignant brain tumor-like protein 1 (Homo sapiens), Q9Y468 | AlphaScreen L3MBTL1–H3K9me1 peptide binding | Potency, µM (titrated, usually from 57.1 µM), for inactives: top-dose activity, negative = inhibition, usual class: inhibitors | 0.66% of 230,000 active; further: nearly all actives have a fitted effect of over 60% in size
#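 AlphaScreen proximity signal between nickel-chelate acceptor and streptavidin donor beads (final 10 ug/mL) reports binding of 50 nM L3MBTL1 to 75 nM biotin-H3 K9me1 peptide; complex incubated with compounds 30 min at room temperature; cefsulodin titration as control.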
# Tau FP inhib: qHTS for Inhibitors of Tau Fibril Formation, Fluorescence Polarization; Potency, µM (highest dose often 57.7 µM), for the others: at the highest dose activity, negative = inhibition, usual class: inhibitors; K18 P301L tau heparin fibrillization, Alexa594 FP, 6 h; 0.39% of 280,000 active; Microtubule-associated protein tau (Homo sapiens), P10636; AID 1468, 2008; further: nearly all actives have a fitted effect of over 55% in size
# Target sequence (P10636 561-689 P618L limits assumed): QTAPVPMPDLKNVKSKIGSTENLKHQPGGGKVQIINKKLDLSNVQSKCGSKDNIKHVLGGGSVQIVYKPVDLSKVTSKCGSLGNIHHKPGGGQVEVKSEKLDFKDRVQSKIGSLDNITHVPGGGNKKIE
#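 Recombinant K18 P301L […], labeled with Alexa 594 at 0.24 uM over 15 uM unlabeled; heparin inducer 20 uM final; 37 C, 6 hr; FP endpoint.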
# Tau ThT inhib: qHTS for Inhibitors of Tau Fibril Formation, Thioflavin T Binding | Microtubule-associated protein tau (Homo sapiens), P10636 | recombinant tau K18 P301L, heparin-induced fibrillization, ThT fluorescence | Potency, µM (highest dose often 57.4 µM), for inactives: at the highest dose activity, negative = inhibition, hits mostly inhibitors | 2.1% of 270,000 active | AID 1460, 2008; further: nearly all actives have a fitted effect of over 55% in size
#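 Fibril formation assay: tau K18 P301L at 15 uM with trace Alexa 594 label, heparin inducer 20 uM, pH 7 sodium acetate buffer, 37 C for 6 hr; endpoint ThT signal.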
# ALDH1A1 block: qHTS Assay for Inhibitors of Aldehyde Dehydrogenase 1 (ALDH1A1); Potency, µM (series often up to 75.3 µM), inactives show top-dose activity, negative = inhibition, actives largely listed as inhibitors; Purified ALDH1A1, NADH fluorescence, propionaldehyde substrate; Aldehyde dehydrogenase 1A1 (Homo sapiens), P00352; 7.3% of 220,000 active; AID 1030, 2008; active means well fitted inhibition curve with a large enough effect, not every such curve was filed as active; inconclusive means small, poorly fitted or top-dose-only effect, or another doubt; inactive means no such curve, though single readings can be large or run the other way;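 further: plate controls were no enzyme wells and a reference inhibitor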
# Target sequence (P00352 whole entry, looked up): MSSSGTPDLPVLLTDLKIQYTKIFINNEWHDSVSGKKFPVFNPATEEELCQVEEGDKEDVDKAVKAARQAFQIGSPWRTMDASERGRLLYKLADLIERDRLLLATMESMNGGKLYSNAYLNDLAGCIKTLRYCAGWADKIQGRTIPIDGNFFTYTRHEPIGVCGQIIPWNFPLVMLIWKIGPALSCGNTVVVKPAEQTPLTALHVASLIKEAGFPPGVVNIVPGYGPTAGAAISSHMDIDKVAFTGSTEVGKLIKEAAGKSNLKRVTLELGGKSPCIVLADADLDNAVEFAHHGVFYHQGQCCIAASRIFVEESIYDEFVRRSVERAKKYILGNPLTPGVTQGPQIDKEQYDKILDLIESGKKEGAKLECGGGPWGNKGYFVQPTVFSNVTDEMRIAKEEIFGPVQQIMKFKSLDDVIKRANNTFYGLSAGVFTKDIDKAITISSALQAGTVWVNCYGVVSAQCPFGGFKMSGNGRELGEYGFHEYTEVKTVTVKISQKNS
# The depositor's hits bear a star; ? = inconclusive; . = not tested or not shown; [ ] = dose if it differs, or a comment. Unless noted, the call rests on the fitted dose curve; in most records, active means well fitted curve in the direction sought with a large enough effect; inconclusive means small, poorly fitted or top-dose-only effect, or another doubt; inactive means no such curve, though single readings can be large; an effect the other way counts as inactive or inconclusive. Unless noted, on the % scale 0 is the no-effect control and ±100 the full control effect; potency means the concentration at half of the fitted maximal effect.
# Sample of the layout (two entries):
SMILES,aGal spleen mod,TRb SRC2 PPI,TR SRC2 fluor cs,Tau fluor counter,L3MBTL1 inh,Tau FP inhib,Tau ThT inhib,ALDH1A1 block
Cc1ccc(C)n1-c1nnc(N2CCCC(C(=O)Nc3ccc(C(C)C)cc3)C2)s1 (stereo not given),.,5%,2%,-13%,.,-16%,-14%,.
Cc1cn2c(=O)cc(COC(=O)COc3ccc(F)cc3)nc2s1,.,-2%,-10%,0%,.,-9%,-1%,.

# This part in full, previewed entries included:
SMILES,aGal spleen mod,TRb SRC2 PPI,TR SRC2 fluor cs,Tau fluor counter,L3MBTL1 inh,Tau FP inhib,Tau ThT inhib,ALDH1A1 block
Cc1ccc(C)n1-c1nnc(N2CCCC(C(=O)Nc3ccc(C(C)C)cc3)C2)s1 (stereo not given),.,5%,2%,-13%,.,-16%,-14%,.
Cc1cn2c(=O)cc(COC(=O)COc3ccc(F)cc3)nc2s1,.,-2%,-10%,0%,.,-9%,-1%,.
Cc1ccc2oc(=O)c3cnn(CC(=O)N4CCN(c5cccc(Cl)c5)CC4)c3c2c1,.,2%,-2%,-11%,.,-3%,?,.
Cc1cccc2cc(/C=N/NC(=O)c3ccccc3O)c(Cl)nc12,8%,2%,-2%,-26%,-2%,-14%,?,-1%
CCc1sc(N(C(=O)Cc2ccccc2)c2ccccc2)nc1-c1ccccc1,-3%,-11%,1%,-12%,.,-1%,-3%,-6%
Cc1ccc(C)n1-c1ccc(N2CCOCC2)c([N+](=O)[O-])c1,-7%,-3%,-4%,-25%,30%[activator],-6%,?,.
COc1ccc(OC)c(N(CC(=O)NCc2ccncc2)S(C)(=O)=O)c1,4%,8%,0%,3%,.,-4%,2%,10%
CCCS(=O)(=O)N1CCN(C2Cc3ccccc3C2)CC1,4%,-6%,-3%,-19%,.,0%,.,.
Cc1ccc(OCC(=O)N2CCN(C(=O)CCC3CCCC3)CC2)cc1,18%,-2%,1%,2%,.,9%,6%,?
COc1cccc(CNCCSc2nnnn2C)c1OCc1ccc(Cl)cc1,.,-1%,2%,-17%,.,-4%,-11%,.
CCOC(=O)C1CCN(S(=O)(=O)c2ccc(OCC(=O)OC)cc2)CC1,16%,3%,-4%,0%,.,2%,-1%,7%
COc1ccc2c(c1OC)C(=O)N1N=C(c3ccc(Cl)cc3)CC21 (stereo not given),7%,1%,4%,-11%,3%,2%,-4%,11µM*
CCOc1ccc(NC(=O)N(CCC(C)C)C2CCN(C(C)=O)CC2)cc1,3%,-2%,-2%,-10%,.,-1%,-9%,-6%
O=C(C1CCC(CNS(=O)(=O)c2cccs2)CC1)N1CCN(c2ccc(Cl)cc2)CC1 (stereo not given),.,2%,1%,-11%,.,7%,?,.
CC1(C)Cc2c(sc(NC(=O)c3ccc(Br)o3)c2C#N)CO1,-18%,-10%,-2%,-4%,8%,-3%,-7%,1%
CCc1ccc(NC(=O)c2cnn3ccccc23)cc1,-1%,5%,0%,-16%,.,1%,-16%,8%
CSc1nc2nc3c(cc2c(=O)n1-c1ccc(C)cc1)COC(C)(C)C3,12%,5%,-2%,0%,-2%,12%,-3%,.
COc1ccc(NCC(=O)N/N=C/c2c(C)nn(Cc3ccccc3)c2Cl)cc1,-7%,?,-3%,?,?,8%,?,16µM*
O=C(NCC(c1cccnc1)N1CCc2ccccc2C1)c1ccc(F)c(F)c1 (stereo not given),.,-3%,-4%,-13%,.,-15%,-2%,.
COc1cc(CN2C(=S)NC(C)(C)CC2(C)O)cc(OC)c1 (stereo not given),-2%,0%,1%,-5%,-12%,3%,-5%,?
CC(=O)c1ccc(N2Cc3ccccc3/C2=N\C(=O)Nc2ccccc2)cc1,6%,-15%,-2%,-8%,6%,5%,-9%,15%
CCC(=O)N1c2nc(C(C)C)nn2C2(CCCCC2)[C@@H]2CCCC[C@@H]21,.,-4%,?,1%,.,8%,-3%,.
COc1ccc(CNC(=O)CCc2c(C)nc3c4cccnc4nn3c2C)cc1,.,-7%,-1%,-9%,.,-1%,0%,.
Brc1ccccc1OCCCCCN1CCOCC1,-8%,-3%,-2%,-4%,.,2%,-13%,11µM*

# Reprinted at random: two entries already listed, in no set order.
SMILES,aGal spleen mod,TRb SRC2 PPI,TR SRC2 fluor cs,Tau fluor counter,L3MBTL1 inh,Tau FP inhib,Tau ThT inhib,ALDH1A1 block
CCOc1ccc(NC(=O)N(CCC(C)C)C2CCN(C(C)=O)CC2)cc1,3%,-2%,-2%,-10%,.,-1%,-9%,-6%
CCC(=O)N1c2nc(C(C)C)nn2C2(CCCCC2)[C@@H]2CCCC[C@@H]21,.,-4%,?,1%,.,8%,-3%,.

# Continuation:
SMILES,aGal spleen mod,TRb SRC2 PPI,TR SRC2 fluor cs,Tau fluor counter,L3MBTL1 inh,Tau FP inhib,Tau ThT inhib,ALDH1A1 block
Cc1[nH]n(-c2ccccc2)c(=O)c1C=NC1CCCCC1,1%,0%,-3%,-9%,.,-12%,-8%,4%
O=C(CCCCn1c(=O)[nH]c2ccccc2c1=O)N1CCN(c2cccc(C(F)(F)F)c2)CC1,1%,8%,-4%,?,-3%,-6%,?,1%
O=C(Nc1ccc2c(c1)S(=O)(=O)N=C1CCCCCN12)c1ccccc1Cl,2%,1%,5%,-6%,0%,5%,?,?
O=C(COC(=O)C(O)c1ccccc1)c1ccc2c(c1)OCCO2 (stereo not given),0%,-10%,-3%,-2%,-23%,4%,-12%,-13%
CN1CCN(C(=O)c2ccc(COc3ccc(Cl)cc3Cl)cc2)CC1,7%,-14%,3%,-4%,-1%,13%,-5%,12%
COC(=O)c1ccccc1S(=O)(=O)Nc1ccc2cn[nH]c2c1,8%,0%,-8%,-11%,3%,?,-12%,-5%
Cc1ccccc1NC(=O)c1ccc(Cl)c(NC(=O)c2ccncc2)c1,-5%,-6%,-1%,14%,6%,0%,10%,1%
CCCc1nn2c(=O)cc(COC(=O)c3ccc(NC(=O)COc4ccccc4)cc3)nc2s1,.,6%,-2%,4%,.,7%,6%,.
Cc1nc2ccccc2nc(C)c1=NOCC(=O)N(c1ccccc1)C(C)C,-14%,1%,-4%,-4%,-5%,6%,-12%,2%
COc1ccc(C2Sc3ccccc3NC3=C2C(=O)c2ccccc23)c(OC)c1OC (stereo not given),.,0%,1%,6.3µM*[quencher],.,?,?,.
COC(=O)C1CCN(c2nc3ccccc3nc2C(C#N)C(=O)OCC(C)C)CC1 (stereo not given),0%,2%,1%,-19%,-1%,-4%,?,?
CCOc1ccccc1N1CCN(C(=O)CC(C)C)CC1,-1%,-11%,2%,3%,?,-14%,5%,14%
COc1cccc(C(=O)NN2CC(O)=C(c3nc4ccccc4n3C)C2=N)c1,2%,3%,-3%,-11%,-6%,-4%,-8%,9%
CCC(C)N1C(=O)CCC1C(=O)O (stereo not given),-1%,-6%,-6%,-5%,.,?,-7%,4%
Cn1c(N)c(C(=O)COC(=O)/C=C/c2ccc(S(=O)(=O)N3CCOCC3)cc2)c(=O)n(C)c1=O,1%,-6%,-3%,-17%,8%,-7%,-1%,.
Cc1cc(C)c(S(C)(=O)=O)c(Sc2ccc(Cl)cc2)n1,-2%,3%,-5%,-15%,13%,1%,-9%,5%
Cc1oc(C)c(C(=O)NCCCC(=O)O)c1C(=O)NCCCC(=O)O,6%,1%,-4%,2%,-4%,-8%,-1%,4%
O=C(CSc1ncnc2nc[nH]c12)Nc1nnc(SCc2ccc(Cl)c(Cl)c2)s1,-4%,1%,0%,?,-3%,?,-10%,-2%
Cc1ccc(C2C(C(=O)O)c3ccccc3C(=O)N2C)c(C)c1 (stereo not given),8%,-1%,-3%,-5%,13%,0%,-3%,14%
CCOC(=O)c1c(C)[nH]c(C(=O)Nc2ccc(NC(C)=O)cc2)c1C,-24%,6%,0%,-4%,-7%,6%,?,-11%
COc1ccc(CNCCSc2nnnn2-c2ccccc2)cc1,.,-7%,?,-6%,.,-16%,6%,.
N#C/C(=C(/O)c1cccs1)c1nc2ccccc2[nH]1,2%,1%,1%,-26%,-5%,6%,?,?
CC(=O)Nc1nc(-c2ccc3c(c2)CCN3S(C)(=O)=O)cs1,2%,-2%,-5%,?,-8%,?,-17%,?
C=CCN1C(=O)C2C(C(=O)NC3CCCCC3)C3C=CC2(O3)C1C(=O)NC1CCCC1 (stereo not given),0%,7%,-4%,3%,5%,4%,0%,5%
O=C(O)C(=O)/C(=C\c1cccc(Cl)c1)c1ccc2ccccc2n1,21%,4%,-3%,-11%,10%,1%,?,?
CCCc1cc(=O)[nH]c(SCC(=O)c2cc(C)n(CCC)c2C)n1,3%,-1%,3%,-7%,-15%,-3%,-10%,?
COC(=O)c1ccc(C(NC(=O)OCc2ccccc2)/C(F)=C/[C@@H](C)C(=O)NCCN2CCOCC2)cc1 (stereo not given in full),-8%,0%,-7%,-6%,.,-1%,-3%,-12%
CCN(CC)C(=O)C1CCCN(Cc2cccc(Oc3ccccc3)c2)C1 (stereo not given),5%,6%,1%,4%,4%,1%,1%,.
CCn1c(Cc2ccccc2)nnc1SCC(=O)Nc1nnc(-c2ccccc2)s1,6%,0%,0%,0%,-1%[11.4 µM],-1%,14%,-1%
CC(C)(C)OC(=O)N1CCC[C@H]1C(=O)N/N=C/c1cccc2cccnc12,-9%,-8%,-5%,5%,-11%,-13%,2%,-11%
COc1ccccc1C(=O)OCc1cc(=O)n2nc(-c3cccs3)sc2n1,.,-5%,1%,-10%,.,0%,?,.
CCOC(=O)C1(Cc2cccc(OC)c2)CCN(C/C=C/c2ccccc2)CC1,-1%,-4%[53 µM],-1%[53 µM],-6%,-23%,3%,-7%,-4%
NC(=O)c1nn(CC(=O)Nc2ccc3c(c2)OCO3)cc1[N+](=O)[O-],12%,2%,-2%,11%,2%,3%,7%,8%
CC(C)(C)c1nc2ccccc2[nH]1,-3%,2%,-8%,-4%,.,5%,-4%,6%

# Outcome played no part in choosing rows; overall some 8.5% were active at least once.
